High-throughput results (PubChem)
PKM2 act – activators of human pyruvate kinase M2; actives 0.34% (n = 260,000); purified PKM2, Kinase-Glo ATP luminescence, activation; response scale: 0% is enzyme alone, no compound; Potency, µM (highest dose often 57.5 µM), inactives show at the highest dose activation, most hits filed as activators; P14618; note: potency is the fitted concentration of half-maximal effect; % is set by controls: 0 for no effect and ±100 for the full control effect; nearly all actives have a fitted effect of over 55% in size
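ATP formation by purified human PK-M2, quantified via coupled luciferase luminescence after 1 h at room temperature with 0.1 mM ADP and 0.5 mM PEP final.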
p53 reactivation – re-activators of mutant p53 | AID 504706 | Potency, µM (doses to about 92.2 µM), for inactives: at the top dose activity change, positive = activation, most hits filed as activators | actives 0.063% (n = 320,000) | H1299 p53-A138V BP100-luciferase reporter, luminescence, 24 h; note: potency is the fitted concentration of half-maximal effect; % of control where 0% means no effect; nearly all actives have a fitted effect of over 45% in size
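p53-null H1299 cells stably carrying temperature-sensitive p53-A138V and a BP100-luciferase reporter were pinned with compounds (4-point, 1:5 series) and held 24 hrs at 37 deg C. Luminescence was read 10 min after detection reagent.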
RORgamma inh – inhibitors of mouse ROR gamma transcriptional activity. Drosophila S2 Gal4-RORgamma UAS-luciferase reporter, 20 h. Potency, µM (highest dose often 53.6 µM), for inactives: at the top dose activity change, negative = inhibition, actives largely listed as inhibitors. actives 5.4% (n = 310,000). AID 2551; note: potency is the fitted concentration of half-maximal effect; % is set by controls: 0 for no effect and ±100 for the full control effect; nearly all actives have a fitted effect of over 60% in size
Target sequence (P51450 whole entry, looked up, the tested form may be a part): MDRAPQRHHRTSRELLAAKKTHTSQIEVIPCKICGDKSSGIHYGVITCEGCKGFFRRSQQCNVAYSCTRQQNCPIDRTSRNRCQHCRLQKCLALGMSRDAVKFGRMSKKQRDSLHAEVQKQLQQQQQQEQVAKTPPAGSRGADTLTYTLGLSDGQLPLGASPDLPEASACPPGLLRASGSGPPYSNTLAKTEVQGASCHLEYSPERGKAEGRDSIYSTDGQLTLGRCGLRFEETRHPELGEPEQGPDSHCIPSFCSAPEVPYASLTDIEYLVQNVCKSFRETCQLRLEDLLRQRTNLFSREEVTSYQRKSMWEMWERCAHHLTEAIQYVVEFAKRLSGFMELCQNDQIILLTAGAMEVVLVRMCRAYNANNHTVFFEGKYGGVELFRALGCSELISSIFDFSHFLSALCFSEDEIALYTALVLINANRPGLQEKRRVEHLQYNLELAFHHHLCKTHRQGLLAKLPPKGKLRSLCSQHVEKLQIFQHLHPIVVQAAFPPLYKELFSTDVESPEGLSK
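Luciferase reporter read in Schneider cells carrying Gal4-RORγ (mouse) and UAS-Photinus luciferase; cells given compound 1 h before 700 uM copper sulfate induction, then incubated 20 h at ambient temperature.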
Rab9 prom act – Rab9 promoter activation; Huh7 Rab9 promoter-luciferase reporter, luminescence, 24 h; Potency, µM (titrated, usually from 9.22 µM), inactives show at the top dose activation, negative = inhibition, actives largely listed as activators; actives 2.8% (n = 320,000); AID 485297; note: potency is the fitted concentration of half-maximal effect; % of control where 0% means no effect; nearly all actives have a fitted effect of over 60% in size
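Steps: seed 1500 Huh7 Rab9-luc cells per well, rest 2 h at 37 °C; add compound in DMSO; incubate 24 h; add luciferase reagent, 10 min ambient; read luminescence.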
Menin-MLL TR inh – menin-MLL binding inhibition, Texas Red mutant peptide. Potency, µM (highest dose often 61.6 µM), inactives show at the highest dose FP activity change, negative = inhibition, actives largely listed as inhibitors. AID 1768. Menin + Texas Red MLL mutant peptide, fluorescence polarization. actives 0.23% (n = 270,000). O00255; active = well fitted inhibition curve with a large enough effect in the polarisation, with a control signal flat, not every such curve was filed as active; inconclusive = small, poorly fitted or top-dose-only effect, or effect the other way, or a change in a side signal; inactive = no such curve, though single readings can be large or run the other way; the % refers to the polarisation; note: potency is the fitted concentration of half-maximal effect; % of control where 0% means no effect; many of its hits are not listed in these tables
VP16 counter – Gal4-VP16 reporter inhibition counter-screen | Drosophila S2 Gal4-VP16 UAS-luciferase, luminescence, 20 h | Potency, µM (series often up to 53.6 µM), for the others: at the top dose activity, negative = inhibition, actives largely listed as inhibitors | actives 3.5% (n = 310,000) | AID 2546;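 note: Gal4-VP16 expression switched on by copper sulfate through the metallothionein promoter; potency is the fitted concentration of half-maximal effect; % is set by controls: 0 for no effect and ±100 for the full control effect; nearly all actives have a fitted effect of over 50% in size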
Giardia kill – kills Giardia lamblia; activity change, % at 7.66 µM, hits read low; AID 540267; Giardia lamblia trophozoite viability; actives 0.15% (n = 340,000); in the data active = activity change below about -80%; inconclusive = between about -30% and that limit;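 note: parasites exposed to compound for two days anaerobically before the ATP read; % is set by controls: 0 for no effect and ±100 for the full control effect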
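ATP-content bioluminescence gauges trophozoite survival. Cells (100/well) receive compound and incubate anaerobically for 48 hrs at 37 deg C; detection reagent follows for 15-30 min at room temperature.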
BRCA1 expr up – increases BRCA1 expression; AID 624202; Potency, µM (titrated, usually from 46.1 µM), without a hit: top-dose activation, usual class: activators; MCF7-BRCA1-FFLuc reporter, luminescence, 48 h; response scale: scaled: vehicle 0%, 10 µM genistein 100%; actives 1.1% (n = 380,000); note: potency is the fitted concentration of half-maximal effect; nearly all actives have a fitted effect of over 80% in size; some results filed as inactive show a strong effect at the top dose
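Reporter cells (MCF7, BRCA1 promoter-firefly luciferase) received library compounds across a concentration series for 48 h. End-point luminescence was measured and concentration-effect curves derived after normalization.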
ELG1 genotox – inducers of genotoxicity in HEK293T ELG1-luciferase cells; actives 1.3% (n = 330,000); HEK293T ELG1-luciferase reporter, luminescence, 16 h; Potency, µM (titrated, usually from 46 µM), inactives show top-dose activity change, positive = activation, actives largely listed as activators; note: potency is the fitted concentration of half-maximal effect; % of control where 0% means no effect; nearly all actives have a fitted effect of over 60% in size
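Reporter readout depends on ELG1 protein level, which increases with genetic stress. After 16 hr compound exposure at 37 °C, luciferase activity was quantified using ONE-Glo.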
NPC1 prom act – activators of NPC1 promoter. Huh7 NPC1 promoter luciferase reporter, 24 h. actives 2.4% (n = 320,000). Potency, µM (highest dose often 9.22 µM), for the others: top-dose activation, hits mostly activators;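 note: potency is the fitted concentration of half-maximal effect; % of control where 0% means no effect; nearly all actives have a fitted effect of over 60% in size; reporter is driven by a mutant NPC1 promoter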
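In 1536-well qHTS, Huh7 cells harboring an NPC1 promoter–luciferase construct received compound for 24 h; activation was quantified by luminescence following luciferase reagent addition.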
FLuc counter – firefly luciferase modulation, counter-screen for miR-21 project; Potency, µM (series often up to 57.5 µM), without a hit: top-dose activity change, negative = inhibition, hits mostly inhibitors; purified FLuc, Km substrates, luminescence inhibition; AID 588342; P08659; actives 6.9% (n = 360,000);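 note: potency is the fitted concentration of half-maximal effect; plate controls were vehicle for no effect and reference inhibitor for full effect; nearly all actives have a fitted effect of over 55% in size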
Target sequence (P08659 whole entry, looked up): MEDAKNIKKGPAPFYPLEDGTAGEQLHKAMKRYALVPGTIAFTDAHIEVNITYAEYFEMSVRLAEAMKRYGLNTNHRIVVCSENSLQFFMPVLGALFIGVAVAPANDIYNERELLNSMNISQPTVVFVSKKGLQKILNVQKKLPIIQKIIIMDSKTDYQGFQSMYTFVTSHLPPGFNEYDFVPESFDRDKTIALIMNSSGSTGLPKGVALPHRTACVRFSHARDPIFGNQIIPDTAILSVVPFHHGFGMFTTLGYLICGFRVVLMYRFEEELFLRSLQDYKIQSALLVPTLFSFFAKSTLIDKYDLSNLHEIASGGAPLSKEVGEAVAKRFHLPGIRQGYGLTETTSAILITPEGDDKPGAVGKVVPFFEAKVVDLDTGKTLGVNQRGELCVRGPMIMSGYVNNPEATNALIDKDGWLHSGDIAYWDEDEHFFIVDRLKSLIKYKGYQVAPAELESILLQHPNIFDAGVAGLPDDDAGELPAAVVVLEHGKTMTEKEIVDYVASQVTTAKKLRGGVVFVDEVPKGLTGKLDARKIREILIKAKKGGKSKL
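Biochemical qHTS of compounds, final roughly 60 µM downward over six points, against 10 nM purified firefly luciferase using Km concentrations of substrates (10 uM D-luciferin, 10 uM ATP) in Tris acetate pH 7.5 buffer; luminescence output.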
* = called active by the depositor; u = inconclusive; x = no result given; [ ] = dose if it differs, or a comment. Unless noted, calls come from the whole dose curve; as a rule, active = well fitted curve in the direction sought with a large enough effect; inconclusive = small, poorly fitted or top-dose-only effect, or another doubt; inactive = no such curve, though single readings can be large; an effect the other way counts as inactive or inconclusive.

1: CCCCn1c(-c2cccc(Br)c2)nc2cc3[nH]c(=O)c(C(C)C)nc3cc21
2: O/N=C(\Cc1cscn1)c1ccc(O)cc1O
3: COc1ccc(CCNC(=O)CN(c2ccccc2OC)S(C)(=O)=O)cc1OC
4: O=C(CCc1ccccc1)NCC1OCCc2ccccc21 (configuration not stated)
5: CCn1c(=O)c2cc(C(=O)NCc3cccs3)sc2c2ccccc21
6: Cc1ccc(S(=O)(=O)NCCc2nnc3ccc(NCCCOC(C)C)nn23)cc1
7: C/C(=N/NC(=O)CNC(=O)/C=C/c1ccccc1)c1ccco1
8: COCCCNc1ncnc2c1nc1n2CCCC1
Assay by compound | 1 | 2 | 3 | 4 | 5 | 6 | 7 | 8
PKM2 act | 1% | 0% | -4% | -1% | -6% | 2% | x | x
p53 reactivation | x | 7% | -1% | 13% | 8% | 0% | 3% | 1%
RORgamma inh | -14% | 12% | 4% | 27% | 3% | 1% | -3% | -10%
Rab9 prom act | -5% | 9% | 5% | 0% | 0% | 1% | 0% | -17%
Menin-MLL TR inh | u | -9% | 6% | 1% | 17% | -14% | x | 10%
VP16 counter | -2% | 20% | 2% | 14% | 8% | -4% | 8% | 2%
Giardia kill | 5 | -2 | -17 | 3 | -2 | 1 | -5 | -28
BRCA1 expr up | -13% | 20% | 0% | 26% | -2% | 3% | -13% | 15%
ELG1 genotox | -7% | 1% | 0% | 1% | 3% | 11% | 4% | 2%
NPC1 prom act | 1% | 2% | 5% | -1% | -2% | 0% | -3% | 1%
FLuc counter | -5% | 0% | 1% | 1% | 1% | 4% | -14% | 1%

Two records picked at random from those above, as already listed:
6: Cc1ccc(S(=O)(=O)NCCc2nnc3ccc(NCCCOC(C)C)nn23)cc1
1: CCCCn1c(-c2cccc(Br)c2)nc2cc3[nH]c(=O)c(C(C)C)nc3cc21
Assay by compound | 6 | 1
PKM2 act | 2% | 1%
p53 reactivation | 0% | x
RORgamma inh | 1% | -14%
Rab9 prom act | 1% | -5%
Menin-MLL TR inh | -14% | u
VP16 counter | -4% | -2%
Giardia kill | 1 | 5
BRCA1 expr up | 3% | -13%
ELG1 genotox | 11% | -7%
NPC1 prom act | 0% | 1%
FLuc counter | 4% | -5%

Continuation.
9: CCOC(=O)c1ccc(CN2Cc3ccccc3C2=O)cc1
10: Cc1csc(NC(=O)C2CCCCC2C(=O)O)n1 (configuration not stated)
11: COC(=O)c1ccc(Oc2nc(Nc3ccc(C)c(C)c3)nc(N(C)C)n2)cc1
12: O=C(Cn1cnc2ccccc2c1=O)Nc1ccc2c(c1)CCC2
13: COc1cccc(C2c3[nH]c4ccccc4c3C[C@H]3C(=O)N(c4ccccc4C(=O)N4CCCC4C(=O)O)C(=O)N23)c1 (some centres not stated)
14: CCc1ccc2oc(=O)cc(CN3CCN(Cc4ccccc4)CC3)c2c1
15: Cc1ccc(S(=O)(=O)N2CCN(C(=O)Cc3sc(C)nc3-c3ccc(F)cc3)CC2)c(C)c1
16: Cc1ccc(NC(=O)c2cc(S(=O)(=O)N3CCOCC3)cn2C)cc1Cl
Assay by compound | 9 | 10 | 11 | 12 | 13 | 14 | 15 | 16
PKM2 act | x | -19% | 0% | -1% | 1% | x | x | -1%
p53 reactivation | -2% | 2% | 3% | -1% | x | 3% | -7% | x
RORgamma inh | 0% | 3% | 11% | 37% | -1% | -17% | x | u
Rab9 prom act | 2% | 7% | -1% | 1% | 2% | -11% | -3% | -3%
Menin-MLL TR inh | u | 2% | 13% | 31%[activator] | 18% | u | x | 25%
VP16 counter | -10% | 6% | -16% | -9% | 0% | 7% | x | -2%
Giardia kill | -19 | -11 | -10 | -1 | -13 | 16 | -3 | -5
BRCA1 expr up | 0% | 20% | -35% | 4% | -11% | -21% | -30% | -33%
ELG1 genotox | 1% | 2% | -16% | -3% | 3% | -6% | -24% | 3%
NPC1 prom act | 2% | 1% | -5% | -3% | 1% | -2% | 1% | -4%
FLuc counter | 1% | -4% | u | 0% | 5% | -3% | 3% | -2%

17: O=C(Cc1ccccc1[N+](=O)[O-])NCCCN1CCOCC1
18: Cc1c(C#N)c(NC(=O)C(C)C)n(Cc2ccccc2)c1C
19: c1ccc2c(c1)ncn2CCCOc1ccc2c(c1)CCC2
20: COC(=O)c1c(NC(=O)CSc2nnc(-c3cccnc3)n2Cc2ccco2)sc(C)c1C
21: O=C1CN(C(=O)c2ccccc2F)c2ccccc2N1
22: CC(=O)Nc1ccc2c(c1)N(C(C)=O)c1ccccc1CC2
23: Cc1cc(NCc2ccccc2)nc2ccccc12
24: CCOc1ccc(S(=O)(=O)N(C)c2ccc(OCC(=O)NCc3ccco3)cc2)cc1
Assay by compound | 17 | 18 | 19 | 20 | 21 | 22 | 23 | 24
PKM2 act | 5% | 1% | 0% | -13% | 3% | 10% | 0% | -1%
p53 reactivation | 5% | 0% | 9% | -16% | -4% | -5% | 11% | 1%
RORgamma inh | 6% | 14% | u | -3%[0.365 µM] | 2% | 10% | 40% | 20%
Rab9 prom act | 0% | -2% | 0% | 1% | 0% | -9% | 0% | 4%
Menin-MLL TR inh | 5% | -6% | 0% | 15% | -1% | -27% | 5% | -9%
VP16 counter | -3% | -1% | u | x | 8% | -12% | 6% | 2%
Giardia kill | -17 | -5 | 3 | -7 | 20 | -14 | -6 | 65[activator]
BRCA1 expr up | -3% | -7% | 37% | -15% | 6% | 0% | -32% | -9%
ELG1 genotox | 0% | -1% | 23% | -21% | 1% | -2% | -1% | 3%
NPC1 prom act | -4% | -2% | 16% | -6% | 0% | -9% | -3% | -3%
FLuc counter | 0% | -1% | 15µM* | -6% | 5%[2.3 µM] | 2% | u | 5%

25: O=C(CCS(=O)(=O)c1cccc2nonc12)NCCc1ccccc1
26: O=C(Nc1sc2c(c1C(=O)NC1CCCCC1)CCC2)c1ccco1
27: Cc1csc(NC(=O)/C=C/c2ccco2)n1
28: Cc1cc2cc(CN(Cc3ccc4c(c3)OCO4)C(=O)c3cnccn3)c3nnnn3c2cc1C
29: CCOc1ccc(-n2ccnc(SCC(=O)NCc3cccc(OC)c3)c2=O)cc1
30: O=C(c1cc2c(s1)-c1ccccc1OC2)N1CCN(c2ccccn2)CC1
31: COc1ccccc1OC(=O)c1ccc(S(=O)(=O)N(C)C)cc1
32: COc1ccc(-n2cc(C(=O)O)c3ccccc3c2=O)cc1
Assay by compound | 25 | 26 | 27 | 28 | 29 | 30 | 31 | 32
PKM2 act | -2% | -4% | 9% | -2% | x | 0% | 9% | 1%
p53 reactivation | 5% | x | u | 7% | 4% | 2% | 0% | -1%
RORgamma inh | 15% | -1% | u | 17% | x | 7% | 17% | -10%
Rab9 prom act | -2% | x | 2.8µM* | 9% | -1% | 3% | -2% | 13%
Menin-MLL TR inh | 12% | -3% | -11% | -12% | x | -5% | 7% | 2%
VP16 counter | -1% | -13% | u | 11% | x | 4% | 2% | 4%
Giardia kill | -12 | 0 | -1 | -18 | -1 | -18 | -3 | 18
BRCA1 expr up | 4% | -7% | 31% | -24% | 1% | 3% | 5% | -1%
ELG1 genotox | 0% | x | u | 0% | 0% | 4% | -4% | 1%
NPC1 prom act | -3% | x | 13% | -3% | 0% | 0% | -1% | -1%
FLuc counter | 3% | -1% | 6.7µM* | 5% | u | u | -19% | 1%

33: O=C(Nc1ccc2nc(-c3cccnc3)[nH]c2c1)C12CC3CC(CC(C3)C1)C2
34: CCCn1[nH]cc(SC)c(=O)c1=O
35: CCc1cccc(NC(=O)CCCN2C(=O)NC(C)(C)C2=O)c1
36: Cc1ccc(OCc2nnc(SCC(N)=O)n2N)cc1
37: Cn1c(=O)c2ccccc2n2c(=S)[nH]nc12
38: c1ccc(Nc2nc(-c3ccccn3)cs2)cc1
39: CN(C)c1cc(-c2ccc(Br)cc2)oc(=O)c1Cl
Assay by compound | 33 | 34 | 35 | 36 | 37 | 38 | 39
PKM2 act | 0% | 1% | x | 1% | -6% | -9% | 0%
p53 reactivation | 13% | -1% | 1% | 3% | 2% | x | 8%
RORgamma inh | u | -22% | x | 1% | u | 3.5µM* | -2%
Rab9 prom act | 2% | 6% | -4% | -2% | -8% | x | -11%
Menin-MLL TR inh | -17% | 10% | x | 3% | -1% | 37%[activator] | x
VP16 counter | 2% | -10% | x | 6% | -15% | 10µM* | 1%
Giardia kill | -20 | -8 | -27 | 1 | -5 | -1 | 5
BRCA1 expr up | -33% | 14% | 5% | -1% | -11% | u | -37%
ELG1 genotox | 3% | -1% | -1% | 0% | -4% | x | -4%
NPC1 prom act | 14% | 1% | -3% | -1% | -6% | x | 14%
FLuc counter | 11µM* | -2% | 0% | -2% | 1% | 3.8µM* | -13%

Single entries from the results shown.
Result for c1ccc(Nc2nc(-c3ccccn3)cs2)cc1 under Menin-MLL TR inh: 37%[activator]
Result for CCCn1[nH]cc(SC)c(=O)c1=O under VP16 counter: -10%

Some of the compounds tested; rates above refer to the full screens.
